Source: PubChem BioAssay
RTF Ca sens inh – cardiac RTF calcium desensitization; P19429+P45379; inhibition, % at 7.15 µM; IANBD-labeled cardiac RTF, Ca2+ fluorescence; 340,000 compounds, 0.12% hits; AID 493244;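 active = inhibition above the mean inhibition of all tested compounds plus 3 SD, cut at about 17% in these data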;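 note: assay run at fixed EC70 calcium of 1.6 mM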
RTF Ca sens act – cardiac RTF calcium sensitization | P19429+P45379 | IANBD-labeled TnC RTF fluorescence at EC20 calcium; 0% EC20 calcium, 100% full calcium | activation, % at 7.2 µM | 340,000 compounds, 0.24% hits;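 active = activation above the mean over all tested compounds plus 3 SD, cut at about 30% in these data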;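 note: rise in fluorescence read as greater calcium sensitivity of cardiac thin filaments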
PKA-R2B act – activators of human PKA-R2B complex | PKA-R2B holoenzyme dissociation, Cy5-IP20 fluorescence polarization; R2B truncated from residue 108, S112A mutant; 0% DMSO only, 100% 113 µM cGMP | activation, % at 11.4 µM | 340,000 compounds, 0.079% hits;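 active = activation above a cutoff set at the mean over all compounds plus 3 SD, cut at about 18% in these data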;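 note: higher means more holoenzyme dissociation and a rise in polarization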
Target sequence (P31323 whole entry, looked up, other chains not shown, the tested form may be a part): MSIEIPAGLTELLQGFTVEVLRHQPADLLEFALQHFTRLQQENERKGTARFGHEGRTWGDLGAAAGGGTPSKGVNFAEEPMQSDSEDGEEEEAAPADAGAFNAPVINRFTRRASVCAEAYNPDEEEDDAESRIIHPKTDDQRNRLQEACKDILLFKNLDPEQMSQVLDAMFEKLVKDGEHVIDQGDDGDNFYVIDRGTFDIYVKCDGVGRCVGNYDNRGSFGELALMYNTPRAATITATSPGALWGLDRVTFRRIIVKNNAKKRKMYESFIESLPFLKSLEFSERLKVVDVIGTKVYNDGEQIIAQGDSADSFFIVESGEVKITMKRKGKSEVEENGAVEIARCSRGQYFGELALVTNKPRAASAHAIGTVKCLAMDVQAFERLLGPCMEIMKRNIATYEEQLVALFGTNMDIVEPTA
LANA DNA inh – KSHV C-LANA DNA binding inhibition; 340,000 compounds, 0.078% hits; MBP-C-LANA/FAM-LBS DNA binding, fluorescence polarization; inhibition, % at 9 µM; AID 504423;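 active = highest replicate inhibition at or above 60% at 9 µM, even if other replicates fall short; inactive = all replicates below 60% inhibition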;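 note: 0% = neutral control wells and 100% = 4 µM acridine orange control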
SR-BI DiI-HDL act – enhances SR-BI lipid uptake from DiI-HDL; CHO ldlA[mSR-BI] cells, DiI-HDL uptake fluorescence, 3 h; 100 = double the neutral-control signal; activation, % at 12.5 µM; 320,000 compounds, 0.096% hits;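 active = mean replicate activation of at least 60% and every replicate at or above 60%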;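 note: 0% = median plate neutral-control signal and 100% = twice that signal; values of inactives mirror those of a sister screen read the other way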
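Material – SR-BI-overexpressing, LDLR-lacking CHO cells · Medium – BSA-supplemented, HEPES-buffered Ham's F12, pH 7.4 · Doses – single concentration · Times – compound with DiI-HDL co-incubation, 3 h at 37 °C · Measured by – bottom-read fluorescence, 550/595 nm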
Rtt109 HAT inh – inhibitors of Candida albicans Rtt109/Vps75 histone acetyltransferase | Q5AAJ8 | purified Rtt109/Vps75, ThioGlo CoA-SH fluorescence, 4 h | inhibition, % at 34.9 µM | 330,000 compounds, 0.16% hits | AID 540336;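 active = inhibition of at least 50% in every replicate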
Keap1 Nrf2 FP – disrupts human Keap1 binding to Nrf2 peptide; Keap1 Kelch-Nrf2 peptide fluorescence polarization, 1536-well; inhibition, % at 9.4 µM; 340,000 compounds, 0.15% hits; AID 504523; in the data active = inhibition above about 12%;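 note: human Keap1 Kelch domain with fluorescein labeled Nrf2 9mer peptide probe; 0% = neutral control wells and 100% = peptide positive control; higher means more block of Keap1 binding to Nrf2 peptide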
DAGLB inhibitor – diacylglycerol lipase beta (human) inhibition; HEK293T DAGLB membrane lysate, EnzChek fluorogenic substrate; inhibition, % at 5.17 µM; 340,000 compounds, 0.059% hits; AID 504411; Q8NCG7; in the data active = inhibition above about 34%;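 note: 0% = enzyme with vehicle and 100% = wells lacking enzyme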
Target sequence (Q8NCG7 whole entry, looked up): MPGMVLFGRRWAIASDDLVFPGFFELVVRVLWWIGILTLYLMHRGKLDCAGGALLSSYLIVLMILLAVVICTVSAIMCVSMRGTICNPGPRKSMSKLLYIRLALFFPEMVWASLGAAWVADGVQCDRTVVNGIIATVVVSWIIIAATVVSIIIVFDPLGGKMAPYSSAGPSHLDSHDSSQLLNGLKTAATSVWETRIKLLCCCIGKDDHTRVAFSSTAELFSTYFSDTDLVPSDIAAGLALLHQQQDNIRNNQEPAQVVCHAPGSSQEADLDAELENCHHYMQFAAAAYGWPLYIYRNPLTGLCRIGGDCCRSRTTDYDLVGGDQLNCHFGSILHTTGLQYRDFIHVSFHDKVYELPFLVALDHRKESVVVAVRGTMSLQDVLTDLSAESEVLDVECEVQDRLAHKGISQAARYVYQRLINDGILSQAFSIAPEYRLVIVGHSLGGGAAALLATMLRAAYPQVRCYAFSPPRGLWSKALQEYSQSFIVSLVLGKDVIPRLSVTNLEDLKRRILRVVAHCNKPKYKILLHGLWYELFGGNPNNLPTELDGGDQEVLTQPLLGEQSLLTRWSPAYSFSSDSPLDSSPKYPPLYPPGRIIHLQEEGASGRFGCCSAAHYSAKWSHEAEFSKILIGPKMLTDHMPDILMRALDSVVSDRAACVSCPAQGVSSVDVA
CAL PDZ FP-1 – blocks peptide binding to the human CAL PDZ domain | inhibition, % at 24.9 µM | AID 602252 | purified CAL PDZ, TMR-peptide fluorescence polarization, 1 h | Q9HD26 | 300,000 compounds, 0.92% hits;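 active = mean inhibition of at least 30% with at least half of replicates also reaching 30%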;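 note: 0% = DMSO neutral control and 100% = excess unlabeled competitor peptide PRC23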
CAL PDZ FP-2 – human CAL PDZ-peptide interaction inhibition; purified CAL PDZ, TMR-peptide fluorescence polarization, 1 h; inhibition, % at 20 µM; 330,000 compounds, 0.02% hits; AID 504414;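 active = highest replicate inhibition of at least 40%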;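 note: plate controls were DMSO neutral control wells for no effect and unlabeled competitor peptide control wells for full effect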
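Control set: unlabelled peptide and DMSO controls / Material: purified CerCALP PDZ construct / Timing: 1 h incubation at room temperature before polarization reading / Doses: 20 µM, one dose / Detection: fluorescence polarization (mP)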
An asterisk follows results filed as active; . = no result given.

Start of the data: the first four records (preview)
SMILES	RTF Ca sens inh	RTF Ca sens act	PKA-R2B act	LANA DNA inh	SR-BI DiI-HDL act	Rtt109 HAT inh	Keap1 Nrf2 FP	DAGLB inhibitor	CAL PDZ FP-1	CAL PDZ FP-2
CCOc1ccc(S(=O)(=O)N2CCN(CC(O)COc3cccc([N+](=O)[O-])c3)CC2)cc1 (stereo not drawn)	-4	-2	-2	-2.5	5	11	0	-4	-3	-2.0
Cc1ccc([C@@H]2CC=C(C(=O)O)[C@H](c3ccc(Cl)cc3)N2S(=O)(=O)c2ccc(C)cc2)cc1	3	6	-8	-0.1	14	21	-4	8	-4	-3.0
CCn1c(SCC(=O)Nc2ccc3c(c2)OCCO3)nnc1C(C)C	-8	-1	4	0.4	-3	-6	-1	-3	.	0.4
Cc1cccc(OC(C)C(=O)OCC(=O)Nc2sccc2C(N)=O)c1 (stereo not drawn)	-2	4	-9	-1.2	-30	-10	-4	0	-4	-2.4

Results, from the start:
SMILES	RTF Ca sens inh	RTF Ca sens act	PKA-R2B act	LANA DNA inh	SR-BI DiI-HDL act	Rtt109 HAT inh	Keap1 Nrf2 FP	DAGLB inhibitor	CAL PDZ FP-1	CAL PDZ FP-2
CCOc1ccc(S(=O)(=O)N2CCN(CC(O)COc3cccc([N+](=O)[O-])c3)CC2)cc1 (stereo not drawn)	-4	-2	-2	-2.5	5	11	0	-4	-3	-2.0
Cc1ccc([C@@H]2CC=C(C(=O)O)[C@H](c3ccc(Cl)cc3)N2S(=O)(=O)c2ccc(C)cc2)cc1	3	6	-8	-0.1	14	21	-4	8	-4	-3.0
CCn1c(SCC(=O)Nc2ccc3c(c2)OCCO3)nnc1C(C)C	-8	-1	4	0.4	-3	-6	-1	-3	.	0.4
Cc1cccc(OC(C)C(=O)OCC(=O)Nc2sccc2C(N)=O)c1 (stereo not drawn)	-2	4	-9	-1.2	-30	-10	-4	0	-4	-2.4
COC(=O)C1=NN(C(=O)c2cccc(Br)c2)C(O)(c2ccc(Cl)cc2)C1 (stereo not drawn)	5	4	4	0.8	-3	9	0	15	-3	-3.3
Brc1cc2c(cc1-c1nc3ccccc3s1)OCO2	8	1	-2	-0.1	-11	-14	-8	-7	-1	-1.8
Cc1cc(N2CCN(C)CC2)nc2ccc(NC(=S)NCCCN3CCN(C)CC3)cc12	-6	-3	8	-1.8	.	1	1	-3	-5	-0.8
O=C(Cc1c(F)cccc1Cl)Nc1ncc([N+](=O)[O-])s1	-7	2	-5	1.4	3	6	4	5	2	-3.3
N/C(=N\OC(=O)c1ccco1)c1cccc(Br)c1	1	-3	0	-1.8	2	-9	-4	-7	-2	-2.0
CC(C)COCc1ccc(O)c2ncccc12	-2	-2	-1	-0.4	19	.	4	2	2	-0.2
CCOC(=O)N1CCN(C(=O)COC(=O)Cc2ccc(Cl)cc2)CC1	-6	-3	-3	-1.3	.	-14	-4	2	-3	-1.7
CN(C)c1cccc(C(=O)NNC(=O)CSc2ccccc2)c1	-13	-2	0	1.7	4	6	0	-1	6	-2.9
COc1ccc(S(=O)(=O)N2CCOCC2)cc1Br	3	4	3	0.2	1	0	0	2	0	0.6
COc1cc(NC(=O)CCc2c(C)[nH]c(=O)c(C#N)c2C)cc(OC)c1	-16	-3	4	-2.3	1	-2	-2	-1	.	-1.0
CN(C(=O)COC(=O)c1cncc(Br)c1)C1CCS(=O)(=O)C1 (stereo not drawn)	-11	5	3	0.1	8	2	-4	0	-3	-1.3
CCOc1ccc(CN(C)C(=O)CNC(=O)c2sc3ccccc3c2Cl)cc1	-5	-3	-6	1.0	7	-2	-5	-1	-2	0.8
Cc1ccc(NS(=O)(=O)c2ccc(CCC(=O)N3CCCC3)cc2)cc1	-1	-3	-8	1.2	3	1	-1	1	-4	.
CCOC(=O)c1c(C)[nH]c(C)c1S(=O)(=O)NCCCN1CCOCC1	-5	-6	2	0.8	26	-9	2	-4	0	-2.8
Cc1ccc(O)c(C(=O)CC(=O)c2cccc(F)c2)c1	0	-2	-4	-2.9	8	12	-2	-2	-3	0.4
CN(CC(=O)Nc1ccc(Cl)c(Cl)c1)CC(=O)Nc1ccc2c(c1)OCO2	-8	-2	0	0.5	8	0	-3	-2	-4	-0.4
COc1ccc(NC(=S)NCc2ccc(F)cc2)c(OC)c1	-7	-3	5	-1.6	-15	-1	-1	-1	-3	0.0
Cc1oc2c(CN3CCCC3)c(O)ccc2c(=O)c1-c1ccc(Br)cc1	-2	-4	-1	-1.1	16	7	-3	1	-3	-2.8
C=CCOc1c(Cl)cc(C2NC(=O)NC(C)=C2C(=O)OC)cc1Cl (stereo not drawn)	-3	0	4	-0.4	3	.	3	0	-3	-2.5
O=C(N/N=C/C=C/c1ccccc1)c1ccncc1	-6	2	5	-2.4	-17	3	-1	1	2	-1.2
CCOC(=O)c1cc(-c2ccc(C#N)cc2)nc2c1c(C)nn2CCC#N	-6	10	4	5.1	-63	-14	5	3	-1	-1.3
COCCCNC(=O)CCc1c(C)nc2c(c(C)nn2-c2ccc(C)cc2)c1C	-2	-3	1	-0.8	2	3	-2	-1	0	-0.5
O=C1CCCC2=C1C(Cc1ccccc1)C1=C(CCCC1=O)O2	-10	5	-5	-0.2	-11	-1	-4	-2	0	0.0
O=[N+]([O-])c1cccc(C=Nc2cccc3ccccc23)c1O	-1	-2	-1	1.6	9	11	-2	6	1	-0.5
N#CC1=C(SCC(=O)Nc2nccs2)NC(=O)CC1c1ccccc1 (stereo not drawn)	-3	6	0	3.3	-3	0	1	3	-1	-2.5
C/C(=C(/NC(=O)c1ccccc1)C(=O)O)c1ccco1	0	4	-14	-0.1	20	5	0	-1	-1	0.5
Oc1cc(NCc2ccc(F)cc2)cc2cccnc12	-2	2	-11	3.5	22	-5	4	4	-1	0.7
Cc1cccc(-n2c(=S)[nH]c3c(oc4ccccc43)c2=O)c1	1	-2	8	0.2	.	-4	-3	-1	2	-1.0
O=S(=O)(N1CCCCC1)n1c(Cc2ccccc2)nc2ccccc21	0	4	4	0.2	-17	-8	-1	-4	-4	-1.6
CCCN(CCC)CCNc1c(N2CCN(C(=O)OCC)CC2)c(=O)c1=O	1	5	7	-1.0	10	-5	-5	3	.	0.7
CCC(NC(=O)Cc1c(C)c2ccc(OC)c(C)c2oc1=O)C(=O)NC(Cc1ccc(Cl)cc1)C(=O)O (stereo not drawn)	-2	-2	14	0.1	8	10	2	-3	0	-0.4
COc1ccccc1Nc1nc(-c2sc(NC(=O)c3ccco3)nc2C)cs1	9	11	-7	0.2	-85	2	-5	4	-1	0.7
CC(=O)Nc1cc2c(c(Cl)c1Cl)-c1ccccc1C2=O	-8	-4	-2	-1.9	9	-2	-3	1	9	0.6
OCC[C@H]1C[C@H](O)[C@@H](O)[C@]2(CCc3ccccc3CO2)O1	-4	4	0	1.1	-12	-13	-6	-4	-2	-1.0
COc1ccc(C(=O)Nc2c(N)nc(SCC(=O)NCC3CCCO3)[nH]c2=O)cc1OC (stereo not drawn)	0	1	3	0.1	13	0	-3	1	92*	-0.7
O=C(CNC(=O)c1ccc(Cl)cc1)OCc1nc2ccccc2s1	-41	-4	-9	0.7	-21	1	2	0	3	-2.3
O=C(CSc1nnc(-c2ccccc2F)n1C1CCCCC1)Nc1cc(C(=O)O)ccc1Cl	-13	1	3	0.4	-4	-8	0	3	1	-1.3
O=C(O)CCCC(=O)NCCCCc1ccccc1	-1	3	12	-0.3	13	14	-2	-2	-1	.
Cc1ccc2nc(C)c(CN3CCN(c4ccc([N+](=O)[O-])cc4Cl)CC3)n2c1	2	-3	4	1.4	-13	3	2	3	-3	-0.3
COc1ncccc1-c1nnn(-c2ccc(F)cc2)n1	3	-1	1	-0.8	9	-6	-1	-13	-5	-0.2
CCOc1ccc(NC(=O)c2cnccn2)cc1	-4	0	3	-1.6	-12	3	3	-1	-3	0.4
Cc1cc2c(cc1S(=O)(=O)NC1CCCCC1C)OCC(=O)N2 (stereo not drawn)	-3	-3	11	-0.1	-6	-3	2	0	-1	-2.2
COc1c(C)cccc1C(=O)Nc1ccc(CN2CCOCC2)cc1	-1	4	-1	-0.2	-9	-3	0	-1	-5	-1.2
C=CCOC(=O)C(C#N)c1nc2ccccc2nc1N1CCN(c2ccccc2OC)CC1 (stereo not drawn)	-5	-2	9	1.5	-82	-3	2	-4	0	0.4
CCn1cc(Cl)c(C(=O)Nc2cccc(CN3CCOCC3)c2)n1	3	0	-2	-0.9	-2	-3	-1	-1	-7	-2.9
COc1ccc(N(C(=O)c2ccco2)C(C(=O)NC2CCCC2)c2cccnc2)c(OC)c1 (stereo not drawn)	0	-2	-16	-1.3	11	-9	2	-3	.	-0.2
COc1ccccc1N(CC(O)CN1CCCCC1)S(=O)(=O)c1ccc(C)cc1 (stereo not drawn)	8	1	-6	0.5	.	-3	2	-2	1	0.3
CC1(C(=O)N/N=C/c2ccc([N+](=O)[O-])o2)CC1(Br)Br (stereo not drawn)	-5	0	-1	1.0	33	4	-1	0	.	-0.7
CCNC(=O)CCn1nc(-c2ccc(C)cc2)c2ccccc2c1=O	-3	0	-1	-0.9	1	-3	-4	-2	-2	-0.8
CC(NC(=O)CSc1ncccn1)c1ccc(Cl)cc1Cl (stereo not drawn)	2	8	-2	-0.8	-2	7	-5	0	-2	-2.2
CCCCn1c(NCc2ccccc2O)nc2ccccc21	-1	-1	6	1.5	-15	2	-6	-1	-2	-1.0
CCCCOC(=O)Nc1ccc(S(=O)(=O)Nc2cc(C)nc(C)n2)cc1	0	1	2	-0.3	.	12	2	1	.	-1.3
COc1cccc(C(=O)NNC(=O)c2cccc3ccccc23)c1	-5	-6	4	-0.6	-15	8	-2	0	-1	-0.1
Cc1ccc(S(=O)(=O)c2c(C)cc(C)nc2Oc2cccc(C(F)(F)F)c2)cc1	-7	-4	5	0.6	16	3	7	-13	-3	-1.0
CCN(c1ccccc1)c1cc(C)nc2ncnn12	0	-5	3	3.0	9	-2	0	0	1	1.1
COc1ccc(C2CCN(CC(=O)N(C)C)CC2O)cc1 (stereo not drawn)	-10	4	-13	0.9	5	0	-7	0	-4	-5.0
Going on with the list.
SMILES	RTF Ca sens inh	RTF Ca sens act	PKA-R2B act	LANA DNA inh	SR-BI DiI-HDL act	Rtt109 HAT inh	Keap1 Nrf2 FP	DAGLB inhibitor	CAL PDZ FP-1	CAL PDZ FP-2
C=C(C)C1CC=C(CN2CCC(O)CC2)CC1 (stereo not drawn)	-1	-2	2	1.1	3	-4	-1	0	-6	-0.8
CCn1c(SC)nc(O)c(C(c2ccc(OC)c(O)c2)c2c(O)nc(SC)n(CC)c2=O)c1=O	-14	-2	-1	0.9	18	0	-1	1	-5	-0.1
C1CCC(NC2=NCCC2)CC1	-6	-5	1	-0.2	44	10	-1	0	-3	0.8
CCOc1ccc(N(Cc2cc3cc(C)ccc3[nH]c2=O)C(=O)COC)cc1	-3	-2	-5	-0.7	-24	2	-7	0	-2	-0.2
O=C(CN1CCOCC1)NN=C1CCCCCCCCCCC1	0	13	-11	-0.9	7	2	-2	-1	0	-0.6
Cc1ccc(N(CC(=O)Nc2cc(C)ccc2C)S(C)(=O)=O)cc1	7	5	-8	-0.3	8	9	-1	0	2	-1.4
